DT40 TDP1 CPT – qHTS for Inhibitors of human tyrosyl-DNA phosphodiesterase 1 (TDP1): qHTS in cells in presence of CPT | chicken DT40 Tdp1-/-;hTDP1 cells + 20 nM CPT, ATP luminescence, 48 h | Potency, µM (titrated, usually from 46.2 µM), inactives show at the highest dose activity change, negative = growth inhibition, most hits filed as inhibitors | actives 12% (n = 420,000) | AID 686979, 2013; note: nearly all actives have a fitted effect of over 55% in size
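Chicken DT40 Tdp1-/- cells stably complemented with human TDP1 were seeded at 400 cells/well in medium containing 20 nM camptothecin, exposed to pin-transferred compounds, and grown at 37 °C for at least 48 hr. Viability was read as ATP luminescence.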
KAT2A inh – qHTS Assay for Inhibitors of GCN5L2. Histone acetyltransferase KAT2A (Homo sapiens), Q92830. GCN5L2 HAT assay, ThioGlo1 CoA-SH fluorescence. Potency, µM (series often up to 58.9 µM), without a hit: at the top dose activity change, negative = inhibition, most hits filed as inhibitors. actives 0.21% (n = 390,000). AID 504327, 2011
Target sequence (Q92830 whole entry, looked up): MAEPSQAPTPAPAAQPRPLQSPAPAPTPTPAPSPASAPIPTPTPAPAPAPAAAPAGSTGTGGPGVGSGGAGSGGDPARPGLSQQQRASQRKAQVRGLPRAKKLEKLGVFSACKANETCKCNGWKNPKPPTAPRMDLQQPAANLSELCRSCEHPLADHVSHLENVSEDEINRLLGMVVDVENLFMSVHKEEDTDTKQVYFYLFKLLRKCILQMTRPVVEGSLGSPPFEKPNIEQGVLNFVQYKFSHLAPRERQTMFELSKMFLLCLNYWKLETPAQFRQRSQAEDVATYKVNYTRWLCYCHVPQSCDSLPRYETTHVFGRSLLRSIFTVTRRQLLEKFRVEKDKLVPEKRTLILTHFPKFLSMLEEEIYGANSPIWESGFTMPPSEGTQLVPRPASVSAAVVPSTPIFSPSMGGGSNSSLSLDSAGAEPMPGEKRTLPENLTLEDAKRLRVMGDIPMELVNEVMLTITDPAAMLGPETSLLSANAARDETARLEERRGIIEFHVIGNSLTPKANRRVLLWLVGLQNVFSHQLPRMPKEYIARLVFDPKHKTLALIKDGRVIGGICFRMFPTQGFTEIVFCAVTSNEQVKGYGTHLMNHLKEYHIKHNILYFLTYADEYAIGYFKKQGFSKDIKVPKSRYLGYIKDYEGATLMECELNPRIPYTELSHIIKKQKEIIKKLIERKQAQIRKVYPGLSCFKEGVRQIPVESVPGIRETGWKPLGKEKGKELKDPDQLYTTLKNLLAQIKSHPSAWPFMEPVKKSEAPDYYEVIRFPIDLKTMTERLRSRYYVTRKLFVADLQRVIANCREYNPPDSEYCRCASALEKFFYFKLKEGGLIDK
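GCN5L2 (20nM final) in 50mM HEPES, 0.1mM EDTA pH 7.5, 0.01% Tween-20 was preincubated 15 min at room temperature with compound, then given ThioGlo1 (50uM), H3(1-25) peptide (75uM) and acetyl-CoA (70uM); CoA-thiol fluorescence (Ex340/Em540) was read at 0 and 20 min.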
DT40 TDP1 no CPT – qHTS for Inhibitors of human tyrosyl-DNA phosphodiesterase 1 (TDP1): qHTS in cells in absence of CPT; Potency, µM (doses to about 46.2 µM), without a hit: at the highest dose activity change, negative = growth inhibition, hits mostly inhibitors; AID 686978, 2013; actives 15% (n = 420,000); DT40 Tdp1-/- hTDP1 cells, no CPT, ATP luminescence, 48 h; note: nearly all actives have a fitted effect of over 55% in size
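Stably hTDP1-transfected Tdp1-null chicken DT40 cells were treated with library compounds minus camptothecin and grown for at least 48 hr at 37 °C, after which cellular ATP was quantified by luminescence.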
* = called active by the depositor; u = inconclusive; x = not tested or not shown; & = joins results of further samples. Calls come from the whole dose curve; as a rule, active = well fitted curve in the direction sought with a large enough effect; inconclusive = small, poorly fitted or top-dose-only effect, or another doubt; inactive = no such curve, though single readings can be large; an effect the other way counts as inactive or inconclusive. % is set by controls: 0 for no effect and ±100 for the full control effect; potency is the fitted concentration of half-maximal effect.

Start of the listing, in advance, 6 compounds:
SMILES	DT40 TDP1 CPT	KAT2A inh	DT40 TDP1 no CPT
CCCN(C(=O)COC(=O)Cn1c(=O)oc2ccccc21)c1c(N)n(Cc2ccccc2)c(=O)[nH]c1=O	-11%	-4%	-5%
COc1ccc(CC(=O)Oc2cc(C)ccc2C)cc1	0%	-4%	0%
Cc1ccc(/C=C2\SC(N)=NC2=O)s1	-2%	-13%	-10%
CC1CCN(C(=O)CSc2nnc3ccccn23)CC1	-7%	-6%	27%
C/C(=N\Nc1ccc(C(=O)O)cc1)c1ccc(Cl)s1	-21%	0%	1%
Nc1ccc(-c2nc3ccccc3[nH]2)cc1	-5%	3%	-20%

The listing, from the first entry:
SMILES	DT40 TDP1 CPT	KAT2A inh	DT40 TDP1 no CPT
CCCN(C(=O)COC(=O)Cn1c(=O)oc2ccccc21)c1c(N)n(Cc2ccccc2)c(=O)[nH]c1=O	-11%	-4%	-5%
COc1ccc(CC(=O)Oc2cc(C)ccc2C)cc1	0%	-4%	0%
Cc1ccc(/C=C2\SC(N)=NC2=O)s1	-2%	-13%	-10%
CC1CCN(C(=O)CSc2nnc3ccccn23)CC1	-7%	-6%	27%
C/C(=N\Nc1ccc(C(=O)O)cc1)c1ccc(Cl)s1	-21%	0%	1%
Nc1ccc(-c2nc3ccccc3[nH]2)cc1	-5%	3%	-20%
CCn1c(SCc2nc(-c3cccs3)no2)nnc1-c1c[nH]c2ccccc12	u	-8%	23µM*
CC(=O)Nc1ccc(N(C(=O)c2cnccn2)C(C(=O)NC2CCCCC2)c2ccc(F)cc2)cc1 (configuration not stated)	-11%	-6%	-6%
Cc1nn(-c2ccccc2)c2sc(C(=O)OCn3nnc4ccccc4c3=O)cc12	-18%	-3%	-2%
CC(NC(=O)COC(=O)C1CC1C)c1ccccc1 (configuration not stated)	-5%	0%	0%
Brc1cccc(-c2nnc(SCc3nc4ccccc4[nH]3)o2)c1	u	-2%	u
CSc1ncccc1C(=O)OCC(=O)c1cc(C)n(C)c1C	-21%	-1%	-30%
Cc1cccc(N2CCN(C(=O)c3cnn(-c4ccccc4Cl)c3C3CCN(C(=O)OC(C)(C)C)CC3)CC2C)c1 (configuration not stated)	u	-6%	13µM*
CC(=O)Nc1ccc(C(=O)N2CCCC(c3cc(C(=O)NCc4ccccc4)no3)C2)cc1 (configuration not stated)	u	x	u
CCOC(=O)CN(C)Cc1cn[nH]c1-c1ccc2cc(OC)ccc2c1	16µM*	-18%	13µM*
O=C(NCCc1cccs1)C1CCC(=O)N(CCc2cccc(F)c2)C1 (configuration not stated)	5%	1%	10%
CCn1c(=O)cc(SCC(=O)Nc2ccc3c(c2)OCCO3)c2ccccc21	-3%	-3%	-23%
CCc1cc2c(N[C@@H](Cc3c[nH]c4ccccc34)C(=O)O)ncnc2s1	12%	15%	-6%
CCN1CCN(Cc2ccc(C(=O)Nc3ccc(C)c(NCc4cnc(NC(=O)OC)cn4)c3)cc2C(F)(F)F)CC1	u	-2%	-30%&-11%
CCN(CC)C(=O)CSc1nnc(COc2ccccc2)n1N	-12%	16%	-14%
CCOC(=O)[C@]12CCC=C1N(Cc1ccc3c(c1)OCO3)C(=O)[C@H](CC(=O)NCCC(C)C)C2	u	x	18µM*
CCOc1ccc(C(=O)N/N=C/c2ccc(-c3ccc(S(=O)(=O)Nc4ncccn4)cc3)o2)cc1	-4%	-10%	-6%
CC1=C(C(=O)N(C)C)CC(CC(=O)NCc2cccs2)C(=O)N1Cc1ccc(C(C)(C)C)cc1 (configuration not stated)	u	x	u
O=c1[nH]c(NNC(=S)NCc2ccccc2)nc2c1C1(CCCCC1)Cc1ccccc1-2	u	0%	-10%
COc1ccc(NC(=O)C2CC(=O)n3c(nc4ccccc43)N2)cc1 (configuration not stated)	14%	1%	1%
CN1OC[C@@H]2CN[C@H](c3cccc(-c4ccc(C#N)cc4)c3)C[C@@H]21	u	x	u
Cc1cc(C(=O)N/N=C/c2ccc(-c3ccc([N+](=O)[O-])cc3C)o2)n[nH]1	u	-11%	u
O=C(COC(=O)C1(c2ccc(F)cc2)CCCC1)NC1CC1	-14%	-1%	0%
c1ccc(-c2noc(CC3CCCCC3)n2)cc1	-29%	-5%	u
COc1ccc(N=CC2=C(O)CC(C)(C)CC2=O)cc1OC	-1%	-13%	1%
Cc1ccc(CC2C(=O)N(c3ccccc3)C(=O)C2C)cc1 (configuration not stated)	-1%	-19%	-15%
COC(=O)[C@@H]1C[C@H]2CC[C@H](O)C[C@H]2N1Cc1ccc(C(C)(C)C)cc1	u	-25%	-23%
O=C(COc1ccc(Br)cc1)N1CCc2ccccc2C1	-22%	1%	u
N/C(=N\OC(=O)C(c1ccccc1)c1ccccc1)c1ccncc1	-4%	-3%	29µM*
CC(=O)CSc1nnc(Cc2ccc3c(c2)OCO3)o1	1%	-12%	-13%
CCN(CC(=O)Nc1c(F)cccc1F)C(=O)c1cc(C)oc1C	-5%	-1%	3%
CC(=O)c1ccccc1OCCn1nc(C(=O)O)c2ccccc2c1=O	-3%	0%	16µM*
CCCCC(c1nnnn1CC1CCCO1)N1CCN(c2cccc(C)c2C)CC1 (configuration not stated)	u	-5%	16µM*
COc1ccc(C(=O)c2sc(Nc3ccccc3)nc2N)cc1OC	u	-13%	u
CCOC(=O)c1sc2nc(C)nc(NCc3ccccc3OC)c2c1C	23µM*	-7%	u
COc1ccc(NC(=O)[C@H](CCS(C)(=O)=O)N2Cc3ccccc3C2=O)c(OC)c1	1%	-2%	-9%
CC1Cc2cc(/C(O)=C3\C(=O)C(=O)N(CCN4CCOCC4)C3c3ccccc3F)ccc2O1 (configuration not stated)	2%	-6%	2%
O=C(COC(=O)[C@@H]1CC(O)CN1S(=O)(=O)c1ccccc1[N+](=O)[O-])c1ccccc1 (some centres not stated)	-7%	-4%	-3%
Cc1cc(C)c2cc(CN(Cc3ccc4c(c3)OCO4)Cc3nnnn3Cc3ccco3)c(=O)[nH]c2c1	u	-26%	u
Cc1cc(Cl)c2oc(C(=O)N3CCN(c4ccncc4)CC3)c(C)c2c1	21µM*	x	13µM*
[O-]/[N+](=C/c1ccc(F)cc1)c1ccc(Cl)cc1	16µM*	1%	9.2µM*
CNC(=O)c1c(NC(=O)C2=COCCO2)sc2c1CCN(C(=O)OC)C2	-4%	-9%	-8%
CC(C)(C)NC(=O)C(c1ccc(O)cc1)N(Cc1ccco1)C(=O)Cn1nnc(-c2cccs2)n1 (configuration not stated)	u	-8%	-18%
COC(=O)c1c(C(=O)OC)n(CCCN)c2ccc(C)cc12	23µM*	-4%	13µM*
COc1ccc(-n2c(SCC(=O)Nc3ccc(Cl)c(C)c3)nc3n[nH]c(C)c3c2=N)cc1	13µM*	0%	9.2µM*
Cc1nc2ccc([N+](=O)[O-])cc2c(=O)n1Cc1ccc(Br)cc1	u	4%	u
O=C(c1ccccc1)N1CCN(c2ccc([N+](=O)[O-])c(NCC3CCCO3)c2)CC1 (configuration not stated)	-18%	-13%	u
COc1ccccc1Cn1nc(C(=O)O)c2ccccc2c1=O	-1%	0%	-28%
Cc1ccc(C(=O)CSc2nnc3ccc4ccccc4n23)cc1	u	-18%	16µM*
COC(=O)c1ccc(COc2ccc(/C=N/Nc3cccc(C(=O)O)c3)cc2)cc1	-21%	-19%	9%
CCN1CCN(c2nc3ccccc3n3cnnc23)CC1	-7%	-5%	-22%
CCOc1ccccc1NC(=O)Cn1c(=O)n(Cc2ccccc2)c(=O)c2c3c(sc21)CN(C(C)=O)CC3	u	-7%	u
CCC(C)NC(=O)CCn1ccc2cc(S(=O)(=O)N3CCCC3)ccc21 (configuration not stated)	-20%	-4%	14%
COc1cc(Cl)c(C)cc1NC(=O)CNC(=O)Cn1cnc2ccccc2c1=O	-14%	-6%	-13%
COC(=O)C1(C)Nc2ccccc2C(=O)N1c1ccccc1OC (configuration not stated)	-2%	-4%	-10%

Pulled by structure from the list above:
SMILES	DT40 TDP1 CPT	KAT2A inh	DT40 TDP1 no CPT
O=c1[nH]c(NNC(=S)NCc2ccccc2)nc2c1C1(CCCCC1)Cc1ccccc1-2	u	0%	-10%
CCN(CC)C(=O)CSc1nnc(COc2ccccc2)n1N	-12%	16%	-14%

Additional records follow.
SMILES	DT40 TDP1 CPT	KAT2A inh	DT40 TDP1 no CPT
O=C1c2ccccc2CN1C(CO)c1ccccc1 (configuration not stated)	2%	-1%	9%
COc1ccccc1NC(=O)c1ccccc1C(=O)N(C)Cc1ccccc1	8%	-7%	2%
O=C(Nc1ccc(-c2nc3ccccc3s2)cc1)C1=COCCO1	-6%	-5%	u
Cc1ccc2nsnc2c1S(=O)(=O)N1CCN(Cc2ccc3c(c2)OCO3)CC1	-3%	2%	-18%
Cc1cccc(C)c1NC(=S)NN(Cc1ccccc1)c1ccccc1	u	0%	u
CN(C(=O)COC(=O)c1ccccc1C(=O)c1ccccc1)c1ccccc1	u	1%	-5%
CCOC(=O)c1ccc(NC(=O)c2nc[nH]c2C(=O)NCCCCNC(=O)c2[nH]cnc2C(=O)Nc2ccc(C(=O)OCC)cc2)cc1	u	1%	4.6µM*
CC12CCC(=O)N1C(C(=O)Nc1ccc(F)c(F)c1F)CS2 (configuration not stated)	-3%	-7%	-3%
CCN(C(=O)COc1cc(=O)n(CC)c2ccccc12)c1cc(Cl)ccc1OC	u	1%	21µM*
Cc1ccc(N(Cc2ccccc2)C(=O)c2cccc(S(=O)(=O)N3CCOCC3)c2)cc1	u	-21%	21µM*
Cc1ccc(C)c(NS(=O)(=O)c2ccc3c(c2)NC(=O)CCS3)c1	u	-7%	-25%
COc1ccc(COC(=O)c2nc3nc(C)cc(C)n3n2)cc1F	12%	-2%	3%

A different layout for 3 compounds above.
mol,DT40 TDP1 CPT,KAT2A inh,DT40 TDP1 no CPT
Cc1ccc(/C=C2\SC(N)=NC2=O)s1,-2%,-13%,-10%
CCOc1ccccc1NC(=O)Cn1c(=O)n(Cc2ccccc2)c(=O)c2c3c(sc21)CN(C(C)=O)CC3,u,-7%,u
CCOC(=O)c1ccc(NC(=O)c2nc[nH]c2C(=O)NCCCCNC(=O)c2[nH]cnc2C(=O)Nc2ccc(C(=O)OCC)cc2)cc1,u,1%,4.6µM*

Further structures follow.
SMILES	DT40 TDP1 CPT	KAT2A inh	DT40 TDP1 no CPT
O=C(Nc1nnc(SCC(=O)N2CCOCC2)s1)C1CC(=O)N(c2ccc(F)cc2)C1 (configuration not stated)	-11%	u	17%
COC(=O)CSc1nnc(-c2ccccn2)n1Cc1ccco1	2%	-1%	0%
Cc1ccc(-n2cnnn2)c(S(=O)(=O)N2CCOCC2)c1	2%	12%	-3%
COc1ccccc1CCNc1ncnc2sc(C(=O)N3CCCC3)c(C)c12	u	x	u
COc1ccccc1Nc1nc(N(C)c2ccccc2)nc(N)c1[N+](=O)[O-]	2%	4%	u
Cc1cccnc1NC(=O)CNC(=O)c1ccccc1	-6%	0%	-3%
COc1ccc2c(c1)C(CC(C)=O)N(c1ccc(-c3cnc(OC)nc3)cc1)C(c1ccsc1)=C2 (configuration not stated)	-15%	x	u
Cc1cc(NC(=O)C2CCC2)n(-c2ccccn2)n1	u	-1%	u
O=C(CN(c1ccc2c(c1)OCCO2)S(=O)(=O)c1ccccc1)NCc1ccco1	-15%	-3%	-26%
CCOC(=O)c1ccc(-n2cnc(-c3ccc([N+](=O)[O-])cc3)c2)cc1	u	x	u
O=C(COC(=O)/C=C/c1ccccc1)Nc1cc(C(F)(F)F)ccc1N1CCOCC1	-1%	-1%	11%
O=[N+]([O-])c1ccccc1S(=O)(=O)c1ccccc1[N+](=O)[O-]	u	-5%	-18%
Cc1ccc(-n2nc3c(c2NC(=O)c2ccc(Br)o2)CSC3)c(C)c1	9%	u	1%
CCNC(=O)CC1SC(=Nc2ccc(C)c([N+](=O)[O-])c2)N(C)C1=O (configuration not stated)	-17%	x	u
CC1(C(=O)Nc2ccc3ccccc3c2)CCC(=O)N1CCOc1ccccc1 (configuration not stated)	-10%	x	-25%
Cc1cc(C(=O)N2CCC2(C)C(=O)Nc2ccc3[nH]ncc3c2)nn1C (configuration not stated)	u	x	-18%
CC(C)Oc1ccc(F)cc1-c1cc(C(=O)N2CCc3ccccc3C2)[nH]n1	u	x	u
CCOc1ccc(N(C(=O)c2cnsn2)C(C(=O)NC2CCCCC2)c2ccncc2)cc1 (configuration not stated)	0%	17%	-7%
O=C(Nc1cccc(-c2cscn2)c1)C1CCN(Cc2ccccn2)CC1	u	-15%	u
CCOC(=O)/C(=N/Nc1ccccc1)Sc1nnnn1-c1ccc(C)cc1	-12%	-3%	-7%
COc1cccc(/C=C/C(=O)NCc2cn3cc(Cl)ccc3n2)c1OC	u	-9%	u

Assay outcomes deposited in PubChem by National Center for Advancing Translational Sciences (NCATS).
